Screening results from PubChem BioAssay.
RGS4 inh – inhibitors of human regulator of G protein signaling 4. P49798. Transcreener GDP fluorescence polarization, RGS4-accelerated GTP hydrolysis. Potency, µM (series often up to 114 µM), for the others: at the highest dose activity change, negative = inhibition, actives largely listed as inhibitors. hit rate 0.039% among 390,000. AID 504845; further: potency means the concentration at half of the fitted maximal effect; on the % scale 0 is the no-effect control and ±100 the full control effect; nearly all actives have a fitted effect of over 75% in size; some results filed as inactive show a strong effect at the top dose
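MLSMR compounds (23 nl, pin-transferred) preincubated 10 min at room temperature with a 500nM (2x) first reagent, then RGS4 at 900nM (2x) plus Transcreener GDP mix added; fluorescence polarization (620/688 nm) read before and after 90 min at 30 °C.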
HP1b binding inh – inhibitors of HP1-beta chromodomain binding to methylated histone tails. Potency, µM (top dose mostly 114 µM), inactives show at the top dose activity change, negative = inhibition, actives largely listed as inhibitors. AlphaScreen HP1-beta / biotin-H3K9me3 peptide binding. P83916. hit rate 0.56% among 390,000. AID 540317; further: potency means the concentration at half of the fitted maximal effect; nearly all actives have a fitted effect of over 70% in size; inactives centre near 23
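Compound inhibition of the preformed complex between 50 nM HP1-beta and 50 nM biotinylated H3K9me3 peptide was read by AlphaScreen. Buffer was PBS pH 7.4 with 0.01% Tween-20. Incubations ran 30 min at room temperature, with 10 ug/mL donor/acceptor beads.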
ERG-DNA inh – ERG Ets/DNA interaction inhibition; P11308; fluorescence polarization, His-ERG Ets domain / labelled DNA; Potency, µM (highest dose often 76.9 µM), for the others: at the top dose FP activity, negative = inhibition, most hits filed as inhibitors; hit rate 0.028% among 370,000; active means well fitted inhibition curve with a large enough effect in the polarisation, with a control signal flat; inconclusive means small, poorly fitted or top-dose-only effect, or effect the other way, or a change in a side signal; inactive means no such curve, though single readings can be large or run the other way; the % refers to the polarisation;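 further: polarization taken with two DNA probes labelled with fluorescein and Texas red; potency means the concentration at half of the fitted maximal effect; % of control where 0% means no effect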
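His-tagged ERG Ets domain (1 uM in the protein solution; 300mM KCl, 50mM Tris-HCl, 1mM EDTA, 1mM DTT, pH 7.5) received compound, then a probe mix of 5 nM fluorescein-DNA and 100nM Texas-615-DNA. Fluorescence polarization was read for both dyes.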
JMJD2A Tudor – JMJD2A Tudor domain (human) inhibition. AID 504339. Potency, µM (doses to about 114 µM), inactives show at the top dose activity change, negative = inhibition, usual class: inhibitors. AlphaScreen JMJD2A-Tudor / H3K4me3 peptide binding. hit rate 4.4% among 390,000; further: potency means the concentration at half of the fitted maximal effect; on the % scale 0 is the no-effect control and ±100 the full control effect; nearly all actives have a fitted effect of over 50% in size
PI4K2A block – blocks human PI4K2A kinase activity; purified PI4K2A, ADP-Glo luminescence, 1 h; stronger effect = lower value; AID 1346378; activity change, negative = inhibition, % at 76.9 µM; Q9BTU6; hit rate 0.13% among 420,000; in the data active means activity change below about -50%; inconclusive means mostly about -30% to -49%;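 further: -100% = wells without enzyme as full effect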
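Compounds are screened against recombinant PI4K2A using PI as substrate and ATP, the latter dispensed at 300 microM. Reactions run one hour at ambient temperature before ADP-Glo detection; full inhibition defined by wells lacking enzyme.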
G9a inh – inhibitors of human histone lysine methyltransferase G9a | Q96KQ7 | hit rate 8.8% among 350,000 | G9a H3K9 monomethylation, AlphaScreen, 2 h | Potency, µM (highest dose often 102 µM), for inactives: at the top dose activity, negative = inhibition, hits mostly inhibitors; further: potency means the concentration at half of the fitted maximal effect; on the % scale 0 is the no-effect control and ±100 the full control effect; nearly all actives have a fitted effect of over 75% in size
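Using a bead-based AlphaScreen, monomethylated H3K9 product from 2 h room-temperature reactions (G9a 20 nM, peptide 500 nM, SAM 20 uM) was detected with 0.5 ug/mL rabbit anti-H3K9me1 antibody.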
ALOX12 inh – blocks human arachidonate 12S-lipoxygenase; P18054; purified 12hLO, xylenol orange hydroperoxide absorbance; Potency, µM (doses to about 108 µM), for inactives: top-dose activity change, negative = inhibition, most hits filed as inhibitors; hit rate 1.1% among 580,000; AID 1671190; further: potency means the concentration at half of the fitted maximal effect; on the % scale 0 is the no-effect control and ±100 the full control effect
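Hydroperoxide product was detected by ferrous iron/xylenol orange as the 573 to 405 nm absorbance ratio. Arachidonic acid at 40 uM (final) was turned over for 30 min at room temperature by 150 nM human 12hLO, pH 7.0 Hepes buffer, after 15 min compound preincubation.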
BAZ2B inh – inhibitors of human BAZ2B bromodomain | Q9UIF8 | AlphaScreen BAZ2B-H3K14Ac peptide displacement | Potency, µM (doses to about 114 µM), without a hit: at the top dose activity change, negative = inhibition, most hits filed as inhibitors | hit rate 4.4% among 360,000 | AID 504333; further: potency means the concentration at half of the fitted maximal effect; on the % scale 0 is the no-effect control and ±100 the full control effect; nearly all actives have a fitted effect of over 60% in size
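Inhibition is scored as reduced AlphaScreen emission. The BAZ2B/b-H3(5-23)K14Ac complex (50 nM each) in PBS pH 7.4, 0.01% Tween-20 meets compound (up to 110 uM) for 30 min at RT before bead addition.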
GLS inh – blocks human kidney-isoform glutaminase activity; GLS enzymatic activity, qHTS titration; hit rate 0.21% among 410,000; O94925; Potency, µM (series often up to 45.5 µM), for the others: at the highest dose activity change, negative = inhibition, usual class: inhibitors; further: potency means the concentration at half of the fitted maximal effect; on the % scale 0 is the no-effect control and ±100 the full control effect
Target sequence (O94925 whole entry, looked up, canonical isoform): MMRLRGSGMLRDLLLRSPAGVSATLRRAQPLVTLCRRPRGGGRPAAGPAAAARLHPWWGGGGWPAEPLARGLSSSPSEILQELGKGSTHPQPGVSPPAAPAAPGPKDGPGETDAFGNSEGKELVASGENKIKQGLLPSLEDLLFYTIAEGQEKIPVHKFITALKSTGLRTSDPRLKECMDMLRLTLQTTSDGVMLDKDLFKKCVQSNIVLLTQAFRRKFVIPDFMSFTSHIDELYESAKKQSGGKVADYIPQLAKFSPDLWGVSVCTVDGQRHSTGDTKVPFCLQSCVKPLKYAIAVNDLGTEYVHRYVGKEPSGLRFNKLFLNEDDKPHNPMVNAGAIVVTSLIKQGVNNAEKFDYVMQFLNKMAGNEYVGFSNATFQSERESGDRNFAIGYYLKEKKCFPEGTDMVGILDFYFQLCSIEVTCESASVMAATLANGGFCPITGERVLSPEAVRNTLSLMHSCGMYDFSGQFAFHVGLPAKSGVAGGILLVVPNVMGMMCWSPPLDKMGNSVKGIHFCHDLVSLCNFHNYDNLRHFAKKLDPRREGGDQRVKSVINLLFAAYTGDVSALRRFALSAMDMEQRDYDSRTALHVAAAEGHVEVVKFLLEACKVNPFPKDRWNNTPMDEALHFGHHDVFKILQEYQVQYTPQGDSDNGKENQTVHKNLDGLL
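Coupled fluorescence readout: glutamate oxidase/HRP/Amplex Red detect glutamate formed by hKGA from L-glutamine (1 mM solution added). Buffer 45 mM KH2PO4 pH 8.2, 0.02% Tween-20; reads at t0 and 30 min RT.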
The depositor's hits bear a star; i = inactive; ? = inconclusive; / = not tested or not shown; [ ] = another dose, or the depositor's remark. Unless noted, the call rests on the fitted dose curve; in most records, active means well fitted curve in the direction sought with a large enough effect; inconclusive means small, poorly fitted or top-dose-only effect, or another doubt; inactive means no such curve, though single readings can be large; an effect the other way counts as inactive or inconclusive.

nr	RGS4 inh	HP1b binding inh	SMILES	ERG-DNA inh	JMJD2A Tudor	PI4K2A block	G9a inh	ALOX12 inh	BAZ2B inh	GLS inh
1	?	1%	Cc1ccc(-n2c(CCC(=O)O)ccc2-c2cccs2)cc1Cl	?	?	-1	13µM*	5%	?	26%
2	14%	27%	CCNC(=S)N(Cc1ccco1)Cc1cc2cc3c(cc2[nH]c1=O)OCCO3	-1%	10%	-1	18%[59 µM]	0%	7%	10%
3	9%	19%	CC(C)(C)NC(=O)C(OC(=O)c1ccco1)c1ccc(Cl)cc1 (stereo unspecified)	11%	3%	-1	-10%	8%	?	-6%
4	-11%	42%[activator]	Cc1cccc(N2CCN(C(=O)CN3C(=O)COc4ccc(S(=O)(=O)N5CCC(C)CC5)cc43)CC2C)c1 (stereo unspecified)	-3%	-18%	0	8%[59 µM]	-20%	-16%	19%
5	39%	31%	COCCn1c(=S)[nH]c2cc(C(=O)N3CCN(c4ccc(F)cc4)CC3)ccc2c1=O	-2%	-3%	2	2%	11%	5%	9%
6	-34%	-42%	Cc1[nH]c(=O)[nH]c(=S)c1C(=O)Nc1ccc(Cl)c(Cl)c1	-5%	8.9µM*	1	/	?	/	1.8µM*
7	-12%	32%	CC(C)(C)OC(=O)N1CCC(CNC(=O)c2ccc(F)cc2F)CC1	2%[15.4 µM]	4%	7	16%	i	-23%	2%
8	6%	46%[activator]	Cn1c(=O)c2c(nc(SCCCC#N)n2Cc2c(F)cccc2Cl)n(C)c1=O	6%	-22%	-2	?	13%[57.4 µM]	7%	-1%
9	-17%	17%	CC(=O)Nc1cc(S(=O)(=O)Nc2ccccc2C)c(C)cc1C	1%	-14%	-13	81%[activator][59 µM]	173%[activator]	-31%[57.1 µM]	10%
10	2%[56.9 µM]	48%[activator]	O=C(Nc1ccncc1)c1ccc(C(=O)Nc2ccncc2)cc1	-6%	-8%	-4	-4%	14%	-5%	1%
11	-29%	39%[activator]	CC(C)N(C(=O)Cc1ccccc1[N+](=O)[O-])C(C)C	-2%	-5%	-5	8%[59 µM]	61%[activator]	-1%	-12%
12	7%	26%	CN(C)c1nc2c(c(=O)[nH]c(=O)n2C)n1CCOc1ccccc1	-11%	-15%	5	18%[0.501 µM]	?	9%	-1%
13	-29%	25%	O=C(NCCc1ccccc1)c1cc(-c2ccc3c(c2)OCO3)on1	1%	11%	8	-3%	-5%	6%	-14%
14	-14%	37%	O=C(O)c1cccc(Nc2nc(-c3cccnc3)nc3ccccc23)c1	-5%	?	-4	?	-23%	?	1%
15	-24%	49%[activator]	CC(=O)Nc1ccc(N)cc1	1%	-4%	4	10%[0.501 µM]	21%	2%	3%
16	2%	22%	COc1ccc(CCNC(=O)CCCn2c(=O)c3ccccc3n(CC(=O)Nc3cccc(C)c3)c2=O)cc1OC	7%	-19%	-1	-3%[59 µM]	?	0%	2%
17	21%	44%[activator]	CC(C)C(=O)Nc1cccc(COc2cccc(CN(Cc3ccccc3)C(=O)OC(C)(C)C)c2)c1	-3%	-14%	3	/	2%	/	6%
18	-32%	54%[activator]	COC(=O)c1ccc(CN2C(=O)c3ccccc3S2(=O)=O)cc1	-11%	-7%	1	17%	15%	10%	-1%
19	-14%	34%	CCN1CCN(C(=O)c2cc(-c3cccnc3)nc3ccc(Br)cc23)CC1	-6%	-14%	4	0%	-13%	5%	-2%
20	-2%	41%[activator]	COC(=O)C1N[C@@H]([C@@H](NC(=O)COc2ccccc2)C(=O)Nc2ccc(OC)cc2)SC1(C)C (stereo partly specified)	3%	-6%	-5	/	0%	/	3%

Laid out differently: 5 of the compounds above.
9) CC(=O)Nc1cc(S(=O)(=O)Nc2ccccc2C)c(C)cc1C
10) O=C(Nc1ccncc1)c1ccc(C(=O)Nc2ccncc2)cc1
11) CC(C)N(C(=O)Cc1ccccc1[N+](=O)[O-])C(C)C
12) CN(C)c1nc2c(c(=O)[nH]c(=O)n2C)n1CCOc1ccccc1
13) O=C(NCCc1ccccc1)c1cc(-c2ccc3c(c2)OCO3)on1

Assay by compound	9	10	11	12	13
RGS4 inh	-17%	2%[56.9 µM]	-29%	7%	-29%
HP1b binding inh	17%	48%[activator]	39%[activator]	26%	25%
ERG-DNA inh	1%	-6%	-2%	-11%	1%
JMJD2A Tudor	-14%	-8%	-5%	-15%	11%
PI4K2A block	-13	-4	-5	5	8
G9a inh	81%[activator][59 µM]	-4%	8%[59 µM]	18%[0.501 µM]	-3%
ALOX12 inh	173%[activator]	14%	61%[activator]	?	-5%
BAZ2B inh	-31%[57.1 µM]	-5%	-1%	9%	6%
GLS inh	10%	1%	-12%	-1%	-14%

A portion of the library, so the mix of outcomes need not match the whole.
